Chronic BCR inh = inhibitors of chronic active B-cell receptor signaling | 340,000 tested, 0.05% active | Potency, µM (doses to about 46.1 µM), for the others: top-dose ratio change, negative = lower green/red ratio, actives largely listed as inhibitors | ABC-DLBCL IkBa-CBG/CBR reporter, luminescence ratio, 4 h; active = well fitted inhibition curve with a large enough effect in the signal ratio, with a control signal flat, not every such curve was filed as active; inconclusive = small, poorly fitted or top-dose-only effect, or effect the other way, or a change in a side signal; the % refers to the signal ratio;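 note: potency is the fitted concentration of half-maximal effect; plate controls were basal doxycycline-induced cells for no effect and cells given 10 µM MG132 for full effect; MG132 reads +100%, hits lower the ratio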
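Concentration-response series (up to 46 uM) were applied to TMD8 dual-reporter cells for 4 h at 37C with doxycycline. Green/red ratio, after filter-overlap correction, defined %Activity; red signal alone was normalised to basal cells and zero luminescence.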
Giardia killer = kills Giardia lamblia; Giardia lamblia trophozoite viability; activity change, % at 7.66 µM, hits read low; 340,000 tested, 0.15% active; AID 540267; in the data active = activity change below about -80%; inconclusive = between about -30% and that limit;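 note: parasites exposed to compound for two days anaerobically before the ATP read; % is set by controls: 0 for no effect and ±100 for the full control effect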
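Giardia trophozoites, 100 cells per well, were exposed to compounds for 48 hrs at 37 deg C under anaerobic conditions; viability was then read as ATP content by bioluminescence after 15-30 min at room temperature.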
MLL CXXC-DNA inh = inhibitors of human MLL CXXC domain-DNA interaction; MLL-CXXC / FITC-HOXA9 DNA fluorescence polarization; Potency, µM (titrated, usually from 115 µM), inactives show at the top dose activity change, negative = inhibition, most hits filed as inhibitors; 290,000 tested, 0.037% active; AID 2662; active = well fitted inhibition curve with a large enough effect in the polarisation, with a control signal flat, not every such curve was filed as active; inconclusive = small, poorly fitted or top-dose-only effect, or effect the other way, or a change in a side signal; inactive = no such curve, though single readings can be large or run the other way; the % refers to the polarisation; note: potency is the fitted concentration of half-maximal effect
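Purified MLL-CXXC (added from a 7 uM solution) was preincubated 5 min at ambient with pinned compounds in 50 mM Tris-HCl pH 7.5, 50 mM NaCl, 1 mM DTT, 0.05% BSA. Fluorescein-labeled HOX-A9 DNA (50 nM solution) followed, 30 min, then polarization read.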
FBPA coupling cs = inhibits coupling enzyme system, counter-screen for aldolase hits; coupling enzyme system counterscreen, AmpLite Red fluorescence; activity change, negative = inhibition, % at 58.2 µM, hits read low; 290,000 tested, 0.67% active; AID 2472; in the data active = activity change below about -30%; note: % is set by controls: 0 for no effect and ±100 for the full control effect
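Compounds tested against the coupling enzymes alone at 57.5 uM final; readout was AmpLite Red fluorescence (525/598 nm) after 20 min at RT.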
GALK inh = blocks human galactokinase activity | Purified GALK, Kinase-Glo residual ATP luminescence | Potency, µM (top dose mostly 57.5 µM), inactives show at the top dose activity change, negative = inhibition, usual class: inhibitors | 270,000 tested, 0.007% active; note: potency is the fitted concentration of half-maximal effect; % is set by controls: 0 for no effect and ±100 for the full control effect
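Quantitative HTS: GALK 5 nM, ATP 35 uM, galactose 100 uM, 1 h room temperature, then luciferase-based ATP detection.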
A-T KAP1 phos = potential ataxia-telangiectasia treatments restoring KAP-1 phosphorylation; […] A-T fibroblasts, KAP-1 phosphorylation AlphaLISA; neocarzinostatin DNA damage 30 min before lysis; Potency, µM (doses to about 57.5 µM), for inactives: top-dose activation, most hits filed as activators; 320,000 tested, 0.19% active; AID 485349; note: potency is the fitted concentration of half-maximal effect; % of control where 0% means no effect; nearly all actives have a fitted effect of over 45% in size
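ATM-like activity read as KAP-1 phosphorylation via AlphaLISA donor/acceptor antibody pairs after lysis and 6 hr at 25C. Cells were ATM-null patient fibroblasts ([…], hTERT), dosed 60 min, then exposed to the DSB inducer NCS for 30 min.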
TCR activator = activators of T cell receptors; Potency, µM (series often up to 9.22 µM), for inactives: at the highest dose activation of IL-2 secretion, actives largely listed as activators; 330,000 tested, under 10 active; primary human leukocytes, anti-CD3, IL-2 HTRF, 48 h; AID 504894; note: % of control where 0% means no effect
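Compounds are tested in HTS on primary human leukocytes co-incubated with a-CD3 beads for 48 hr. IL-2 output is measured by time-resolved FRET.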
TSHR antagonist = human thyrotropin receptor antagonism; P16473; TSHR-expressing cells, TSH-stimulated cAMP HTRF, 2 h; hits give low values; activity change, negative = inhibition, % at 11.5 µM; 330,000 tested, 0.2% active;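 active = activity change below a set negative limit, meaning inhibition stronger than a set level, cut at about -70% in these data; inconclusive = activity change between two set negative limits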; note: % is set by controls: 0 for no effect and ±100 for the full control effect
Target sequence (P16473 whole entry, looked up): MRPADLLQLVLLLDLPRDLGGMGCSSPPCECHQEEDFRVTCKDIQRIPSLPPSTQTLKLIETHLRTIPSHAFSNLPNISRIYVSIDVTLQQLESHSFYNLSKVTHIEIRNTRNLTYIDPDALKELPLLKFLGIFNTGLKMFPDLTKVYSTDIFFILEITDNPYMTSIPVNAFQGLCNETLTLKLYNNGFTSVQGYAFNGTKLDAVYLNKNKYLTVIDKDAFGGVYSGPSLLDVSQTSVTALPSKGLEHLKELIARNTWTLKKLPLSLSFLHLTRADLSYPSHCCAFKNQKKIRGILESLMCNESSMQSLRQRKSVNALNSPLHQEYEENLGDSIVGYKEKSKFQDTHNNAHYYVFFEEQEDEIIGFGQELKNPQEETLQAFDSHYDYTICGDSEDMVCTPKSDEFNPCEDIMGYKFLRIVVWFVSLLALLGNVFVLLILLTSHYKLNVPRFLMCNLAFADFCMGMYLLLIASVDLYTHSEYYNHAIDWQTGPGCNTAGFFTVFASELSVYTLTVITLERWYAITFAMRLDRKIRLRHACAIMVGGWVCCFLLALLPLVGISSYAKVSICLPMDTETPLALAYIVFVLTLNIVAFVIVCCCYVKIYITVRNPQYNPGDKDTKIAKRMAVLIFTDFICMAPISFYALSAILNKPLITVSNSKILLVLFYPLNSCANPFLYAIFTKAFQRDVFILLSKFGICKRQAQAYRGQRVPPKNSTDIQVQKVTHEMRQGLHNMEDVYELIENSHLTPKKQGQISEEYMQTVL
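Read-out is FRET at 665 nm (cryptate excitation 337 nm) from a cryptate-tagged anti-cAMP antibody, competed by cell cAMP against cAMP-d2. Compounds are tested on freshly harvested TSHR cells challenged with 4nM TSH (EC80) for 2 hours at 37 deg C.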
hERG WT inh = inhibitors of human wildtype KCNH2 potassium channel | 340,000 tested, 0.37% active | U2OS, BacMam KCNH2, thallium flux FluxOr; hits give low values | activity change, % at 1.84 µM | Q12809;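 active = maximum activity change below -70%; inconclusive = maximum activity change between -70% and -50%; inactive = maximum activity change above -50%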; note: % is set by controls: 0 for no effect and ±100 for the full control effect
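U2OS cells transduced with wild-type KCNH2 virus are loaded with FluxOr dye for 45 min, and thallium flux is measured in kinetic reads before and after stimulation buffer. Rate constants are normalized to DMSO controls.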
Tb PFK inh = T. brucei PFK enzyme inhibition | Potency, µM (highest dose often 57.5 µM), inactives show at the top dose activity, negative = inhibition, usual class: inhibitors | O15648 | AID 485367 | T. brucei PFK, ADP-Glo luminescence | 330,000 tested, 0.17% active;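 note: potency is the fitted concentration of half-maximal effect; 0% = uninhibited 1x PFK enzyme wells and -100% = no-enzyme wells; nearly all actives have a fitted effect of over 60% in size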
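PFK 1.25 nM, F6P 0.5 mM, ATP 0.1 mM, 0.1 M TEA pH 8.0, 5 mM MgCl2, 0.01% Tween20, 0.1% BSA; 45 min RT. ADP-Glo readout. qHTS titration up to 57 uM; curves fitted, compounds curve-classed.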
* marks the source's active call; other numbers are inactive results; u = inconclusive; x = not tested or not shown; [ ] = another dose, or the depositor's remark. Unless noted, calls come from the whole dose curve; as a rule, active = well fitted curve in the direction sought with a large enough effect; inconclusive = small, poorly fitted or top-dose-only effect, or another doubt; inactive = no such curve, though single readings can be large; an effect the other way counts as inactive or inconclusive.

SMILES	Chronic BCR inh	Giardia killer	MLL CXXC-DNA inh	FBPA coupling cs	GALK inh	A-T KAP1 phos	TCR activator	TSHR antagonist	hERG WT inh	Tb PFK inh
Cc1c(C(=O)NNS(=O)(=O)c2ccccc2Cl)sc(=S)n1C	7%	5	4%	1	3%	-1%	-10%[46.1 µM]	4	2	0%
Nc1cc2c([N+](=O)[O-])cccc2o1	u	9	20%	-1	-1%	-10%	3%	8	3	1%
CCOc1ccc(Nc2nc(N)c3ccccc3n2)cc1	u	u	47%[activator]	-3	2%	9%	3%	11	-7	-17%
O=S(=O)(NCCN1CCOCC1)c1ccc(Oc2ccccc2Cl)cc1	6%	-12	2%	0	1%	7%	4%	0	-13	8%
CSCC[C@H](NC(=O)OC(C)(C)C)C(=O)N1CCC(C(=O)N[C@@H](C)C(=O)NCc2ccc(F)cc2)CC1	16%	-1	-3%	1	x	12%	6%	-1	0	-4%
COc1ccc(NC2CCCN(Cc3cccc4cnccc34)C2)cc1 (stereo not given)	-1%	20	-3%	2	6%	8%	-3%	2	9	2%
O=C(O)CCCN1C(=O)/C(=C/c2ccc(-c3nc4ccccc4s3)o2)SC1=S	u	7	u	-3	0%	8%	-8%	-3	-13	-2%
Clc1ccc(C2=Nn3c(nnc3-c3cccs3)SC2)cc1	0%	31[activator]	14%	2	1%	-3%	2%[46.1 µM]	6	1	-2%
COc1ccccc1OCC(=O)Nc1c2c(nn1-c1ccccc1)CS(=O)(=O)C2	0%	-11	-4%	x	-2%	5%	-10%	22	6	-6%
CC(NCc1ccc([N+](=O)[O-])cc1)C1COc2ccccc2O1 (stereo not given)	u	26	-2%	5	4%	-25%	7%	-2	51	-7%

Reprinted at random: 2 compounds from above.
SMILES	Chronic BCR inh	Giardia killer	MLL CXXC-DNA inh	FBPA coupling cs	GALK inh	A-T KAP1 phos	TCR activator	TSHR antagonist	hERG WT inh	Tb PFK inh
COc1ccccc1OCC(=O)Nc1c2c(nn1-c1ccccc1)CS(=O)(=O)C2	0%	-11	-4%	x	-2%	5%	-10%	22	6	-6%
CC(NCc1ccc([N+](=O)[O-])cc1)C1COc2ccccc2O1 (stereo not given)	u	26	-2%	5	4%	-25%	7%	-2	51	-7%

Next part:
SMILES	Chronic BCR inh	Giardia killer	MLL CXXC-DNA inh	FBPA coupling cs	GALK inh	A-T KAP1 phos	TCR activator	TSHR antagonist	hERG WT inh	Tb PFK inh
CN(C)c1ccc(NC(=O)COC(=O)c2cc(=O)c3ccccc3o2)cc1	1%	10	6%	0	4%	-2%	8%[46.1 µM]	6	-3	0%
COc1ccccc1CC(=O)N(CCC1=CCCCC1)c1c(N)n(Cc2ccccc2)c(=O)[nH]c1=O	u	1	x	x	x	3%	9%	12	0	2%
CCN(CC)CCN1C(=O)C(=O)/C(=C(/O)c2ccc(Cl)cc2)C1c1ccncc1 (stereo not given)	-11%	4	1%	2	1%	1%	0%[46.1 µM]	2	-19	8%
CN(C)c1ccc(CNC(=O)C2CCN(S(=O)(=O)c3ccc4c(c3)CCCC(=O)N4)CC2)cc1	u	-20	1%	x	5%	-5%	3%	-7	12	2%
O=C(CSc1nc2c(cnn2-c2ccc(F)cc2)c(=O)[nH]1)N1N=C(c2cccs2)CC1c1ccc(F)cc1 (stereo not given)	1%	x	0%	5	x	1%	x	6	x	u
CCC(=O)NC1=C(C#N)C2(CCCC2)Cc2ccccc21	0%	-10	-5%	-1	0%	-2%	0%	-2	-16	0%
CSc1cccc(NC(=O)c2ccccn2)c1	u	x	-8%	1	1%	6%	x	-8	x	8%
Cc1ccc(OCc2cc(C(=O)NC3CCc4ccccc43)no2)cn1 (stereo not given)	u	2	-4%	x	-9%	-3%	-6%	-7	0	7%
CN(Cc1ccccc1)C(=O)c1cc2cc(F)ccc2[nH]1	u	-13	16%	-1	1%	u	1%	-12	-6	4%
Cn1c(O)c(N=Nc2ccc(F)cc2)c2ccccc21	0%	1	5%	-4	3%	-2%	-5%	-10	-7	-3%
Cc1cc(Nc2ccc3ccccc3c2)n2ncnc2n1	-20%	26	-3%	-17	3%	5%	-2%	-9	-5	0%
Cc1ccc(-c2cc(-c3ccccc3Cl)[nH]n2)c(O)c1	u	6	1%	-2	-5%	13%	-3%	-17	-11	-1%
Cc1cc(C)c(C(=O)Nc2ccc(S(=O)(=O)Nc3onc(C)c3C)cc2)c(C)c1	2%	14	10%	10	0%	-1%	2%	-2	2	-6%
[O-]c1c[n+](-c2ccccc2)no1	-2%	-14	2%	2	3%	1%	3%	-6	3	0%
Cc1ccccc1NC(=O)CSc1nnc(Cc2cccn2C)n1-c1ccc(F)cc1	9%	7	3%	2	2%	1%	-2%[46.1 µM]	-6	-6	0%
N#Cc1c(C(F)(F)F)cc(-c2ccccc2)nc1SCc1nc(N)nc(N2CCOCC2)n1	2%	3	20%	-1	-2%	-6%	-3%	-2	-20	-2%
O=C(CSc1ccc2nnc(CCNC(=O)c3ccccc3)n2n1)Nc1ccc(F)cc1F	4%	16	-7%	x	-3%	-1%	-22%	-3	4	0%
O=C(CN(CCO)c1ccccc1)NC12CC3CC(CC(C3)C1)C2	-1%	-15	-1%	1	-3%	-2%	0%	8	8	-1%
O=C(Nc1ccncc1)c1c(Cl)cccc1Cl	u	u	0%	-1	-5%	7%	7%	21	-4	1%
S=C(NCC(c1ccco1)N1CCCC1)Nc1ccccc1 (stereo not given)	0%	-29	5%	3	1%	1%	2%	-6	28	0%
C=CCN(c1ccc(C(=O)Nc2ccc(C)c(C)c2)cc1)S(C)(=O)=O	6%	19	3%	-1	1%	0%	-1%[46.1 µM]	1	-3	0%
COc1ccc(N(CC(=O)NCCc2ccccc2)C(=O)CCC(=O)Nc2nccs2)cc1	-9%	-2	6%	0	-2%	4%	-3%	-3	6	-1%
CCOc1ccccc1C1CC(=O)NC(SCC(=O)Nc2nccs2)=C1C#N (stereo not given)	10%	-16	0%	5	-3%	-2%	-2%	9	-1	-3%
Cc1cccc(NC(=O)c2cc(S(=O)(=O)c3ccccc3)ccc2Cl)c1	0%	4	10%	1	3%	8%	8%	-24	2	1%
CCOC(=O)C1CCCN(C(=O)c2sc3nc(-c4ccc(OC)cc4)cn3c2C)C1 (stereo not given)	u	5	0%	-2	-1%	5%	1%	-7	0	1%
O=C(CCC(=O)Nc1ccc(Br)cc1)N/N=C/c1ccc(O)cc1	-10%	-12	18%	-3	-3%	5%	4%	-5	20	3%
Cc1ccc(-c2nnc(SCC(=O)Nc3ccc4c(c3)OCCO4)n2N)cc1	0%	11	2%	-3	9%	2%	-2%	2	1	2%
COc1ccc(NC(=O)Cn2c3ccccc3c3nc4n(c(=O)c32)CCS4)cc1	0%	-2	-3%	0	0%	2%	-8%	6	9	-1%
CC(OC(=O)C1CC=CCC1C(N)=O)C(Cl)=C(Cl)Cl (stereo not given)	5%	-6	12%	4	0%	-3%	2%	-6	-11	-3%
CCn1c(=N)n(CC(O)c2ccccc2)c2ccccc21 (stereo not given)	x	20	-7%	0	2%	x	2%	x	12	x
O=C(NC1CCSC1)c1cccc(Cl)c1 (stereo not given)	0%	-6	-1%	-3	5%	-9%	1%	9	2	-3%
CC(C)Cc1nnc(NC(=O)c2cc(S(=O)(=O)N(C)C)ccc2N2CCCC2)s1	5%	-7	24%	x	0%	-7%	-1%	-9	-12	3%
CCCc1ccc(C#N)c(SC2CC(=O)N(c3ccc(OC)cc3)C2=O)n1 (stereo not given)	-3%	25	1%	-4	1%	4%[11.5 µM]	2%	-10	-3	0%
CC1CCCN(CC(=O)Nc2ccc(S(=O)(=O)N3CCCC3)cc2)C1 (stereo not given)	0%	19	-6%	0	6%	8%	0%	10	4	-7%
CC(=O)NC(NC(C)=O)c1cccc(OCc2ccccc2)c1	-2%	10	-4%	0	1%	-13%	-2%[46.1 µM]	6	-8	0%
CCOC(=O)CNC(=O)c1cccnc1	0%	18	14%	2	0%	-3%	0%	-3	1	1%
O=C(NCC(=O)N1CCN(Cc2ccccc2)CC1)c1ccc(Br)cc1	-4%	-21	6%	x	7%	8%	0%	-4	0	1%
O=C(c1cccc(Cl)c1)N1CCN(C2CCCCCC2)CC1	1%	-2	3%	6	-1%	3%	5%	-8	16	0%
O=S(=O)(Nc1nc2ccccc2nc1-[n+]1cccc(N=C([O-])c2ccc(Cl)cc2)c1)c1ccccc1	3%	7	-3%	0	-1%	-4%	-3%	0	8	-3%
O=P(OCC1CC1)(c1ccccc1)c1ccccc1	3%	13	-8%	2	0%	8%	-1%[46.1 µM]	-2	1	0%
COc1ccccc1C(=O)NNC(=O)CCCN1C(=O)/C(=C/c2cccs2)SC1=S	u	-18	u	4	0%	x	6%[46.1 µM]	10	1	1%
COCc1nnc(NC(=O)c2cc(OC)c(OC)cc2[N+](=O)[O-])s1	4%	5	-4%	-1	1%	7%	10%[46.1 µM]	8	-4	0%

This is a random part of the collection; about 1.6% have a hit in one of these screens.
